TEAD-YAP inh: TEAD-YAP interaction inhibition, primary screen, TEAD-YAP interaction inhibitor project, luminescence, HEK-TIYL cells; TEAD-Gal4/YAP UAS-luciferase luminescence; inhibition, % at 9.12 µM; 640,000 compounds, 1.4% hits; in the data active = inhibition above about 32%;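 also: 0% = median of test compound wells and 100% = reference inhibitor wells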
MITF inh: MITF inhibitors, primary screen, biochemical, AlphaScreen, human; Microphthalmia-associated transcription factor (Homo sapiens), O75030; AlphaScreen MITF homodimerization, bead proximity signal; 650,000 compounds, 0.91% hits; inhibition, % at 2.6 µM; in the data active = inhibition above about 50%;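 also: 0% = vehicle wells with protein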
Target sequence (O75030 whole entry, looked up): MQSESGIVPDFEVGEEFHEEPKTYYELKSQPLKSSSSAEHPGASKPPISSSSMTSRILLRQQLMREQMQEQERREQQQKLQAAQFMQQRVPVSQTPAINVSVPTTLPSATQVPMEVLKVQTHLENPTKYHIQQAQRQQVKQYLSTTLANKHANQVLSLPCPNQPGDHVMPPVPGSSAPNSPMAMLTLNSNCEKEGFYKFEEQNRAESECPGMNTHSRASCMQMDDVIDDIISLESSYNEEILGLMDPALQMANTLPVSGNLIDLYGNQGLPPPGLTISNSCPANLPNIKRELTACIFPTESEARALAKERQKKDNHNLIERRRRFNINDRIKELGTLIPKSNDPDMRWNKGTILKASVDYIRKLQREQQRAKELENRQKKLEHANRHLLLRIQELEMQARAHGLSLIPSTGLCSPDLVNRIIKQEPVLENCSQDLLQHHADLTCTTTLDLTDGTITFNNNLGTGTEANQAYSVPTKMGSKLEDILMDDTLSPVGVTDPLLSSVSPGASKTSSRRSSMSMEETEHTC
GPR151 ag: activators of human GPR151, primary screen, cell-based, PathHunter beta-arrestin, luminescence | G-protein coupled receptor 151 (Homo sapiens), Q8TDV0 | PathHunter beta-arrestin GPR151 cells | activation, % at 11.2 µM | 650,000 compounds, 1% hits | AID 1508602, 2020; in the data active = activation above about 4.9%;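 also: 0% = median of compound wells and 100% = cells with positive control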
Target sequence (Q8TDV0 whole entry, looked up): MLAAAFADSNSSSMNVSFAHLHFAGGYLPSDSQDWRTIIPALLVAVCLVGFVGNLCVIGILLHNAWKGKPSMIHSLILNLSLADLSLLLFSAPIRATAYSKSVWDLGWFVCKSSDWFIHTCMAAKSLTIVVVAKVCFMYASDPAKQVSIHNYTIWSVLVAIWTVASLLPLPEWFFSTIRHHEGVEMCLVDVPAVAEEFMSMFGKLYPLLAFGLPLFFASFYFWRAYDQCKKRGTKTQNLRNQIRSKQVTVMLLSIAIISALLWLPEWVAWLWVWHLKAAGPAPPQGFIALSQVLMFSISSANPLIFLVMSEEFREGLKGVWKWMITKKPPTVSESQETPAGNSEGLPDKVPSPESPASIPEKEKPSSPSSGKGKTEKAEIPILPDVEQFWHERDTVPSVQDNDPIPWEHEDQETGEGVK
FBW7 act: FBW7 E3 ligase activators, primary screen, biochemical, AlphaScreen, human; F-box/WD repeat-containing protein 7 (Homo sapiens), Q969H0; AlphaScreen FBW7–phospho-cyclin E peptide binding, activator screen; normalized activity (activation), % at 26.1 µM; 650,000 compounds, 0.13% hits; AID 1259310, 2017; in the data active = normalized activity above about 1.9%;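 also: purified mutant Fbw7 with reduced substrate affinity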
* hit, by the source's call.

cpd	compound	TEAD-YAP inh	MITF inh	GPR151 ag	FBW7 act
1	CCOC(=O)C1(CCCc2ccccc2)CCN(C(=O)CCCn2cncn2)CC1	-4	9	1.4	0.0
2	CCOc1ccc(S(=O)(=O)NCCCOC(C)C)c2cccnc12	1	-19	0.1	0.1
3	COc1ccc(OC)c(Cc2nnc(CCC(=O)NC3CCCCC3)o2)c1	-32	-4	0.6	0.1
4	CC(C)OCCCNC(=O)CCCOc1cc(=O)n(C)c2ccccc12	-3	18	-0.3	0.4
5	O=C1NC(=O)N(Cc2ccccc2)C(=O)/C1=C/c1ccc(Br)cc1	6	3	-0.2	-0.3
6	COc1cccc(-c2cc(C(=O)NCc3ccco3)no2)c1	-66	12	-0.9	0.1
7	O=C(Cc1ccccc1)NCc1nnc2n1CCN(C/C(Cl)=C/c1ccccc1)CC2	7	-12	0.2	-0.1
8	CN(C)CCNc1nc2c(c(=O)n(C)c(=O)n2C)n1Cc1ccc(F)cc1	11	-4	0.5	0.1
9	COc1ccc(CCNc2ncnc3c2nc(Nc2nccc4ccccc24)n3C(C)C)cc1	-6	1	0.3	0.1
10	NC(=O)c1c(NC(=O)CN(C(=O)C2CCC2)C2CCCC2)sc2c1CCCC2	6	1	0.8	-0.2
11	CC1=C(OC(=O)c2ccccc2)C(C)(C)C(c2ccccc2)OC1=O (centres undefined)	16	0	-0.7	0.3
12	CCn1c(=O)c(C(=O)NCc2ccccn2)c(O)c2ccccc21	-15	9	1.8	-0.1
13	COc1ccc(NC(=O)c2cc3cc4c5c(c3oc2=N)CCCN5CCC4)cc1OC	6	1	-0.2	0.2
14	Cc1nc(Cl)c(C(=O)NC(=O)NCc2ccccc2)c(C)c1Cl	1	6	-0.5	0.1
15	C/C(=N\NC(=O)C(F)(F)F)c1ccccc1O	-26	-4	-0.3	-0.1
16	CCNC(=O)CCc1nc(-c2ccc(OC)cc2)no1	1	8	-0.2	0.0
17	CCOc1ccc(CC(=O)Nc2c(C(N)=O)oc3ccccc23)cc1OCC	6	-11	-0.5	0.1
18	CCOc1ccc(-n2c(/C=C/c3cc(OC)c(OC)cc3OC)nc3cc(OC)c(OC)cc3c2=O)cc1	10	8	3.2	-0.1
19	CCOCCn1c(=NC(=O)c2cccc(N3C(=O)CCC3=O)c2)sc2cc(F)ccc21	3	-4	1.8	0.0
20	CC1=NNC(=O)C1CCC(=O)N=Nc1c(O)[nH]c2ccc(Br)cc12 (centres undefined)	13	15	0.6	-0.1
21	CCOC(=O)C1=C(C)N=c2s/c(=C/c3ccc(N(CC)CC)cc3O)c(=O)n2C1c1ccc(OC)c(OC)c1 (centres undefined)	-4	-12	-0.5	-0.1
22	Cc1onc(-c2ccccc2Cl)c1C(=O)Nc1c2c(nn1-c1cccc(Cl)c1)CSC2	-6	16	0.5	0.4
23	O=C(Nc1cccc(C(F)(F)F)c1)c1cccnc1N1CCCC1	-5	-6	0.8	0.1
24	O=C(Nc1nc(-c2cccs2)cs1)c1ccc(Br)cc1	-25	-14	0.3	-0.1
25	COc1cc(C(=O)N2CCC(n3c(C)nc4cc(F)ccc43)CC2)cc(OC)c1OC	-13	24	-0.9	0.2
26	COC(=O)c1c(NC(=O)COc2cc(Cl)ccc2Cl)sc2c1CCC(C)C2 (centres undefined)	5	-1	0.5	0.0
27	Cc1ccccc1-c1nnc(CN2CCC3(CC2)OCCO3)o1	-2	11	0.3	-0.2
28	Cn1c(=N)n(CC(=O)c2ccc(-c3ccccc3)cc2)c2ccccc21	4	1	-1.0	0.0
29	CCOc1ccc(C2C(C(=O)N3CCN(C)CC3)c3ccccc3C(=O)N2CCN2CCOCC2)cc1 (centres undefined)	4	-4	1.2	-0.2
30	COc1ccc(-c2cccc(NC(=O)c3ccc(OC)c(OC)c3)c2)nn1	11	1	1.6	0.0

A draw from above in order of SMILES length, low to high.
cpd	compound	TEAD-YAP inh	MITF inh	GPR151 ag	FBW7 act
6	COc1cccc(-c2cc(C(=O)NCc3ccco3)no2)c1	-66	12	-0.9	0.1
11	CC1=C(OC(=O)c2ccccc2)C(C)(C)C(c2ccccc2)OC1=O (centres undefined)	16	0	-0.7	0.3
30	COc1ccc(-c2cccc(NC(=O)c3ccc(OC)c(OC)c3)c2)nn1	11	1	1.6	0.0

Additional entries
cpd	compound	TEAD-YAP inh	MITF inh	GPR151 ag	FBW7 act
31	Cc1cccc(/C(N)=N/OC(=O)c2ccccc2)c1	-66	-5	0.1	-0.1
32	O=C(Nc1ccc(Oc2cccnc2)cc1)c1ccc([N+](=O)[O-])cc1Cl	1	7	-0.9	-0.1
33	CCCn1cnc2sc(C(=O)NCC(OCC)OCC)c(C)c2c1=O	7	-1	0.4	-0.1
34	COCCOC(=O)c1c(C)oc2ccc(OCC(=O)OC(C)(C)C)cc12	1	-5	-1.1	0.3
35	NS(=O)(=O)c1ccc(CCNC(=O)c2csc3c2CCCCC3)cc1	1	9	-0.6	0.3
36	CCOCCn1cnc2sc(C(=O)Nc3nc(C)c(C(=O)OCC)s3)c(C)c2c1=O	0	11	0.5	0.4
37	O=C(COC(=O)c1cccc(OC(F)F)c1)Nc1ccc([N+](=O)[O-])cc1C(F)(F)F	-1	18	-0.5	0.5
38	Cc1cccc(N2C(=O)C3C4c5ccccc5C(C)(c5ccccc54)C3C2=O)c1 (centres undefined)	5	6	-0.8	0.1
39	O=C(C1CCCCC1)N(Cc1cccnc1)c1nc2c(Cl)cccc2s1	-8	-6	1.7	-0.2
40	O=c1oc2ccccc2c(N2CCOCC2)c1CN1CCCC1	-4	-8	1.3	0.0
41	Cc1cc(C)cc(CN2CCc3nnc(C(NS(C)(=O)=O)C(C)C)n3CC2)c1 (centres undefined)	11	11	-1.0	0.8
42	Cc1ccc(C(=O)/C=C/Nc2ccc(C(=O)O)cc2)o1	-16	2	-2.0	0.1
43	Fc1ccccc1N1CCN(C2CCN(Cc3ccccc3)CC2)CC1	1	49	-1.4	-0.2
44	Nc1[nH]c(=S)[nH]c(=O)c1-c1ccccc1	-1	12	-1.0	0.1
45	Cc1cc(NC(=O)CSc2nc(NCc3ccc(Cl)cc3)c3ccccc3n2)no1	-11	-14	1.4	0.0
46	CC(=O)Nc1ccc(NC(=O)Cc2ccc(Cl)cc2)cc1	-9	20	0.5	0.8
47	COc1cc(-c2nc3n(n2)C(c2cccc(O)c2)C(C(N)=O)=C(C)N3)cc(OC)c1OC (centres undefined)	-6	-2	2.9	0.1
48	O=C1NC(c2cc(I)ccc2Cl)=N/C1=C/c1ccccc1Cl	4	11	0.9	0.1
49	CCN(CC)CCNC(=O)C1CCN(S(=O)(=O)CC)CC1	-3	-13	0.0	0.2
50	CC(=O)c1ccc(OCCCC(=O)Nc2ncc(C)s2)cc1	-3	-1	1.4	0.0
51	CCCCNC(=O)c1sc(NC(C)=O)c(C(=O)OCC)c1C	3	11	-0.1	0.0
52	CC(Oc1ccccc1)C(=O)OCc1nnc(-c2ccc(F)cc2)o1 (centres undefined)	0	9	-1.7	0.3
53	Cc1ccccc1CN1CCc2nncn2CC1	-7	-6	-0.1	0.2
54	O=C(CCc1nnc(C2(c3ccc(Cl)cc3)CCC2)o1)NCCc1cn2ccccc2n1	6	3	-0.4	0.1
55	Cc1ccc(-c2nn3c(C)nnc3s2)cc1NC(=O)c1cccc(Cl)c1	-1	-12	-0.9	-0.1
56	Cc1ccc(C=Nc2ccc(N(C)C)cc2)o1	24	14	0.2	-0.2
57	Cn1cc(CC(=O)NCCC2=CCCCC2)c2ccccc21	-11	5	0.4	-0.4
58	O=C(Cc1ccc([N+](=O)[O-])cc1)N/N=C/c1ccc(Br)cc1	2	5	1.0	-0.2
59	COc1cc2nc(Nc3ccc(C(F)(F)F)cc3)nc(NCCOc3ccccc3)c2cc1OC	2	-16	-2.0	0.0
60	CCN(CC)C(=O)/C(=C/c1cccc([N+](=O)[O-])c1)NC(=O)c1ccccc1Cl	2	5	1.5	0.0
61	Cc1oc(-c2ccccc2F)nc1CS(=O)(=O)CC(=O)N1CCOCC1	-8	13	-0.4	0.0
62	CC(C)[C@H]1NC(=O)[C@H]2CN(C(=O)c3cc(Cl)cc(Cl)c3)CCN2C1=O	5	-10	0.7	-0.1
63	COc1ccc(NC(=O)c2ccc([N+](=O)[O-])cc2)cc1	-42	1	-0.9	-0.1
64	Cc1ccccc1N1C(=O)N(c2cccc(C(F)(F)F)c2)C2CS(=O)(=O)CC21 (centres undefined)	6	0	-0.6	0.0
65	Nc1cccc(-c2nc3ncccc3o2)c1	-4	14	-1.7	0.1
66	C/C(=C/c1ccccc1)C(=O)NCc1ccc2c(c1)OCO2	0	1	2.7	-0.2
67	Nc1nc(N2CCCC2CO)nc2c1ncn2Cc1ccc(C(F)(F)F)cc1 (centres undefined)	-14	6	0.4	0.0
68	CC12CC(NC(=O)N1c1cccc(C(=O)Nc3nccs3)c1)c1cc(Cl)ccc1O2 (centres undefined)	20	-19	-0.1	-0.1
69	Cn1c(=O)cc(Nc2ccccc2)[nH]c1=O	0	6	1.1	0.2
70	CCOc1ccc(C(=O)Nc2ccc(-c3csc(C)n3)cc2)cc1	1	5	0.1	-0.2

Random excerpt: two entries already listed, in no set order.
cpd	compound	TEAD-YAP inh	MITF inh	GPR151 ag	FBW7 act
68	CC12CC(NC(=O)N1c1cccc(C(=O)Nc3nccs3)c1)c1cc(Cl)ccc1O2 (centres undefined)	20	-19	-0.1	-0.1
69	Cn1c(=O)cc(Nc2ccccc2)[nH]c1=O	0	6	1.1	0.2

Continued.
cpd	compound	TEAD-YAP inh	MITF inh	GPR151 ag	FBW7 act
71	Cc1ccc(N2CC(NC(=O)N(CCO)Cc3ccccc3)CC2=O)cc1 (centres undefined)	-3	-7	0.2	-0.2
72	CCOc1ccc(N(CC(=O)NC(C)(C)C)S(=O)(=O)c2c(C)noc2C)cc1	14	8	-1.2	0.1
73	Cc1ccc(NC(=O)c2cc(N3C(=O)C=CC3=O)ccc2N2CCOCC2)cc1Cl	-7	0	0.2	0.1
74	S=C(NCCN1CCOCC1)NNc1ccc2ccccc2c1	3	-2	0.3	-0.2
75	Cc1ccc2c(c1)c(=O)ccn2C	4	8	0.2	0.1
76	O=C(NCc1ccccc1)C1=NN=CC1	1	-4	1.2	0.0
77	COc1ccc2oc(=O)cc(CN(Cc3cccs3)C(C)C)c2c1	0	12	-0.3	0.1
78	COC1=C/C(=C/c2c(N)n3nc(C4CCCCC4)sc3nc2=O)C=CC1=O	21	14	3.1	0.5
79	NC(=O)c1oc2ccccc2c1NC(=O)c1ccc(S(=O)(=O)N2CCOCC2)cc1	6	6	1.8	0.1
80	Cn1ccnc1C1(O)COC2(CCN(C(=O)c3ccc(-c4ccc(F)cc4)o3)CC2)C1 (centres undefined)	-7	-5	-0.5	0.0
81	Cc1c(C(=O)N2C(=O)c3cccc(N)c3C2=O)oc2ccc(Br)cc12	0	7	1.1	0.1
82	CC1CCC2(CC1)C(C#N)C(=O)NC(=O)C2C#N (centres undefined)	13	-10	1.6	-0.1
83	CC(=O)c1ccc(NC(=O)C2CCN(c3cnccn3)CC2)cc1	13	8	0.4	1.3
84	N#Cc1c(C(F)(F)F)cc(-c2ccccc2)nc1SCC(=O)Nc1ccc(Cl)cc1	0	-11	0.9	0.0
85	CCOC(=O)/C=C1\C(=O)N(C(C)=O)c2ccc(Br)cc21	5	-8	0.6	-0.2
86	O=C(CNCCCN1CCOCC1)Nc1ccccc1	2	50	0.0	-0.3
87	CCc1cccc(CC)c1NC(=O)CS	21	14	0.0	0.9
88	O=C(Nc1cc(C(=O)N2CCN(c3ccccc3Cl)CC2)ccc1N1CC2CC(C1)c1cccc(=O)n1C2)c1ccncc1 (centres undefined)	4	7	-0.5	0.1
89	CC(=O)c1cccc(S(=O)(=O)Nc2ccccc2CO)c1	-4	1	-0.6	0.0
90	O=c1cc(-c2cccc([N+](=O)[O-])c2)c2ccc(OCc3ccc(F)cc3)cc2o1	7	7	1.2	-0.1
91	CCOP(=O)(OCC)c1nc(-c2ccccc2)oc1NCc1cccnc1	-15	-1	-2.1	0.4
92	CC(C)(C)c1ccc(N2C(=O)/C(=C/c3ccc(-c4ccc(Cl)c(Cl)c4)o3)C=C2c2ccccc2)cc1	-39	11	0.8	0.7
93	O=C(Nc1ccc(F)c([N+](=O)[O-])c1)c1ccccc1Oc1ccccc1	25	-5	0.5	-0.1
94	Cc1c(C(=O)Nc2ccc3c(c2)OCCO3)sc2ncnc(N3CCN(c4ccccc4)CC3)c12	-6	26	2.9	-0.1
95	CC(C)CC(NC(=O)C1CCC(C)CC1)C(=O)NCCN1CCOCC1 (centres undefined)	7	-5	-0.4	-0.1
96	O=S(=O)(c1cccs1)N1CCC(Cn2c(COc3ccccc3)nc3ccccc32)CC1	-6	13	-0.4	0.3
97	O=C(c1cnn2c(C(F)(F)F)cc(-c3ccccc3)nc12)N1CCCCC1	7	-7	0.1	-0.1
98	O=C(CCc1ccncc1)N1CCCC(N2CCN(c3ccccc3)CC2)C1 (centres undefined)	1	-2	-0.5	-0.2
99	CSc1cccc(NC(=O)C2CCCN(S(C)(=O)=O)C2)c1 (centres undefined)	4	-3	-0.4	0.0
100	CC1=CC2=NC(=O)/C(=C\c3ccc(OCCOc4ccccc4)cc3)C(=N)N2O1	-15	8	-0.5	0.1
101	COc1cc(C2NC(=O)C(O)=C2C(C)=O)ccc1O (centres undefined)	-6	-3	0.6	-0.3

Screening results as filed in PubChem.
